# Assay outcomes (PubChem)
# Lipid storage S3 = qHTS Assay for Lipid Storage Modulators in Drosophila S3 Cells | Drosophila S3 cells, BODIPY lipid droplet fluorescence, 18-24 h; cells fed with added oleic acid | Potency in µM for hits, for the others lipid storage change, negative = inhibition, % at the top dose, mostly 46.1 µM | hit rate 0.64% among 320,000 | AID 2685; active means well fitted inhibition curve with a large enough effect in the signal ratio, with a control signal flat, not every such curve was filed as active; inconclusive means small, poorly fitted or top-dose-only effect, or effect the other way, or a change in a side signal; the % refers to the signal ratio
#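 Drosophila S3 cells loaded with oleic acid (400 uM, as added) and compounds at several concentrations; lipid droplets imaged by 488-nm laser-scanning cytometry, 500–530 nm intensity and object ratio to cell channel. Percent activity normalized to 20 uM Triacsin C.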
# Lipid storage S3 cell count max = recorded beside Lipid storage S3, whose call it bears; cell number change, %; measured here: cell count max response;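 cells counted by Cell Tracker Red CMTPX staining in the red channel; peak over a dose series mostly up to 46.1 µM; percent activity relative to internal control wells on each plate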
# Numbers without * were called inactive; i = inactive; ? = inconclusive; . = not tested or not shown; & = joins results of further samples. On the % scale 0 is the no-effect control and ±100 the full control effect; potency means the concentration at half of the fitted maximal effect. Only part of the results is shown, so the mix of outcomes need not match the whole.
# Each structure is followed by: Lipid storage S3, Lipid storage S3 cell count max
CC1(C)C2CCC1(CS(=O)(=O)NC(CC(=O)O)c1cccc(Br)c1)C(=O)C2 (centres undefined)
→ ?, .
Cc1cc(C)nc(/N=C(\N)Nc2ccc(C(C)C)cc2)n1
→ ?, .
O=C(NN=C1CCC(c2ccccc2)CC1)c1cc2c(s1)CCCC2 (centres undefined)
→ 12.1%, 3.0
COc1ccccc1CNC(=O)[C@@H]1CCCN1C(=O)C1CCN(S(=O)(=O)c2ccc(C)cc2)CC1
→ ?, .
O=C(Cn1[nH]c(=O)c2ccccc2c1=O)NCC1COc2ccccc2O1 (centres undefined)
→ ?, .
c1ccc(COc2ccc(OCCOCCn3cncn3)cc2)cc1
→ ?, .
COc1ccc(N2CCN(C(C)C(=O)Nc3nnc(C)s3)CC2)cc1 (centres undefined)
→ 0.7%, 0.6
COC(=O)c1ccc(NC(=O)c2cn(-c3cccc(C)n3)cn2)cc1
→ 8.4%, -19.7
C=CCn1c(Cc2cccs2)nnc1SCC(=O)Nc1cc(OC)cc(OC)c1
→ 6.2%, -11.7
CC1CCCCC12NC(=O)N(CC(=O)NCC(=O)Nc1ccc(F)c(F)c1F)C2=O (centres undefined)
→ i, -11.4
O=C(Nc1cccc(S(=O)(=O)N2CCCCC2)c1)c1cccs1
→ ?, .
Nn1c(SCC(=O)Nc2ccc3c(c2)OCCO3)nnc1-c1cccnc1
→ -9.9%, 17.5
CC(=O)N1CCN(C(=S)Nc2ccc(SC(F)F)cc2)CC1
→ i, .
Cc1cccc(C)c1NC(=O)COn1nnc2ccc(C(F)(F)F)cc21
→ ?, .
Cc1ccccc1CCNC(=O)C1CC(O)CN1C(=O)Nc1ccccc1 (centres undefined)
→ ?, .
O=S(=O)(c1cc(Cl)sc1Cl)N1CCCC1
→ ?, .
CCOC(=O)/C=c1\s/c(=C\c2c(OCC)ccc3ccccc23)c(=O)n1CC(=O)NCC1CCCO1 (centres undefined)
→ i, 2.8
COCCNC(=S)N/N=C(\C)c1ccccc1O
→ 0.3%, -3.4
O=C(Cn1ccc(C(F)(F)F)n1)N=Nc1c(O)[nH]c2ccccc12
→ -15.8%, -1.2
COc1ccc(N2C(=O)C(CC(=O)O)S/C2=C\C(C)=O)cc1 (centres undefined)
→ 16.4%, 1.7
COc1ccc(Cc2nnc(SCC(=O)Nc3nc(C)cs3)o2)cc1
→ ?, .
CC(C)CCNC(=O)c1onc(CSc2ccc(Cl)cc2)c1C(=O)NCCC(C)C
→ 7.8%, -1.7
O=c1[nH][nH]c2nc(C(F)(F)F)cc(C(F)(F)F)c12
→ ?, .
COc1cc(C)ccc1OCCOCCOc1ccccc1[N+](=O)[O-]
→ ?, .
CSc1ccc(CNC(=O)Cn2nc(C)c3c(C)n(-c4ccc(C)cc4)nc3c2=O)cc1
→ ?, .
CC(C(=O)NC1C=CS(=O)(=O)C1)N1C(=O)/C(=C\c2ccccc2)SC1=S (centres undefined)
→ ?, .
CCOC(=O)CCNC(=O)N1CCCC(CNS(=O)(=O)c2cccs2)C1 (centres undefined)
→ 8.5%, -11.5
O=C(Nc1ccccc1-c1nnn(CC(=O)N2CCCc3ccccc32)n1)c1ccc(Cl)cc1
→ -5.5%, -10.4
Cc1cccc(OCC(=O)N/N=C/c2cc([N+](=O)[O-])ccc2N2CCOCC2)c1
→ ?, .
O=C(O)/C(=C\c1cccc(OCc2ccccc2)c1)c1ccc(F)cc1
→ i, 9.7
CCOc1cc(/C=N\NC(=O)CC(=O)NCCc2ccccc2)ccc1O
→ -11.3%, -0.1
Fc1ccc(NC(=S)N2CCc3ccccc3C2)c(F)c1
→ 0.0%, 7.7
N#Cc1ccc(-c2ccc(OCC(=O)Nc3cccnc3)cc2)cc1
→ 13µM*, -11.3*
COc1ccc(S(=O)(=O)Nc2cccnc2)cc1
→ ?, .
CCOc1ccc(S(=O)(=O)NCc2cccnc2)c2ccccc12
→ ?, .
COc1ccc(OC)c(CCNC(=O)c2ccc3c(c2)N(Cc2ccccc2)CCS3)c1
→ i, -22.4
Cc1nc(-c2cccc(Cl)c2)n[nH]1
→ ?, .
O=C(NCCC1=CCCCC1)N[C@@H](Cc1ccccc1)C(=O)O
→ i, -7.4
CCOC(=O)C1CCCN(C(=O)c2ccc(Cl)cc2)C1 (centres undefined)
→ ?, .
CC1=CC(C)C2(COC(=O)Nc3ccccc3)COC(C)C1C2C (centres undefined)
→ 6.8%, -4.8
COc1ccc(CCNc2cc(C)nc3c(-c4ccc(Cl)cc4)cnn23)cc1OC
→ ?, .
CC(C)COc1ccc(-c2cc(C(=O)NN)[nH]n2)cc1
→ -15.9%, -17.9
COc1cc(S(=O)(=O)Nc2ccc(C)cc2)ccc1N=Cc1c(C)c(C#N)c(=O)n(C)c1O
→ ?, .
CCCCNC(=O)C(=O)Nc1cc2c3c(c1)CCC(=O)N3CCC2
→ i, 5.6
Cc1onc(-c2ccccc2)c1C(=O)Nc1nc(-c2ccccc2)cs1
→ ?, .
Cc1ccc(C)c(NC(=S)N(C2CCCCC2)C(C)c2cccnc2)c1 (centres undefined)
→ i, .
O=C(CCCN1C(=O)/C(=C\c2cccc(Br)c2)SC1=S)Nc1cccnc1
→ ?, .
CC1CCN(c2ccc(-c3ccc(NC(=O)C(F)(F)F)cc3)nn2)CC1
→ ?, .
CC(=O)Nc1ccc(S(=O)(=O)NCC(=O)OCC(=O)Nc2sccc2C(N)=O)cc1
→ i, -10.1
C=CCc1ccc(OCc2ccc(C(=O)O)o2)c(OC)c1
→ -5.9%, -3.5
N#C/C(=C\c1cccnc1)c1ccc(Br)cc1
→ 10.9%, .
Cc1c(N)cccc1-n1cnnn1
→ i, -12.8
O=C(c1cc2cc([N+](=O)[O-])ccc2oc1=O)N1CCN(C2CCCCC2)CC1
→ 13.3%, 4.4
COC(=O)c1ccc(NC(=O)CCS(=O)(=O)c2ccc(C)cc2)cc1
→ ?, .
CCOC(=O)C1CCCN(C(=O)C(C)Oc2ccc(Cl)cc2Cl)C1 (centres undefined)
→ ?, .
O=C(NCCN1CCN(C(=O)c2cccc([N+](=O)[O-])c2)CC1)C(=O)NCc1ccc(Cl)cc1
→ 6.51µM*, -18.5*
Cc1cc(-n2c(C)cc(C(=O)CSc3nnnn3-c3ccccc3)c2C)no1
→ -0.4%, -23.8
CCCCn1nc(C(=O)OCC(=O)Nc2sccc2C(N)=O)c2ccccc2c1=O
→ ?, .
Cc1noc(C)c1C(=O)N1CCc2ccccc2C1
→ ?, .
O=C(CCS(=O)(=O)Cc1ccccc1F)N1CCc2ccccc2C1
→ 7.8%, -8.9

# Next compounds.
# Each structure is followed by: Lipid storage S3, Lipid storage S3 cell count max
CCC(C)(C)NC(=O)C(c1ccc(C)cc1)N(CC1CCCO1)C(=O)CNC(=O)c1cccs1 (centres undefined)
→ -23.9%, .
CC(C)[C@@H](C(=O)NC1CCCC1)N1C(=O)N2CCc3c([nH]c4ccccc34)[C@@]2(C)C1=O
→ -13.9%, -9.6
COc1ccc(C(=O)NCc2csc(C(C)C)n2)cc1OC1CCN(C(C)=O)CC1
→ ?, .
C=CCNC(=S)N1CCN(c2ccc([N+](=O)[O-])cc2)CC1
→ -1.0%, -3.5
Nc1ccc(C(=O)O)c(O)c1
→ ?, 2.2&5.7
O=C(CC1CCCC1)NCCS(=O)(=O)N1CCN(c2ccc(F)cc2)CC1
→ 12.4%, 19.5
COc1ccc(C(CNC(=O)COc2ccccc2OC)N(C)C)cc1OC (centres undefined)
→ ?, .
O=C(O)c1ccc(-c2ccco2)n1Cc1ccccc1
→ -9.9%, 15.4
CCN(CC)S(=O)(=O)c1ccc2[nH]c(=O)cc(C(=O)Nc3ccc(C)c(S(=O)(=O)N(CC)CC)c3)c2c1
→ ?, .
CCOc1ccc(N2C(=O)C3ON(c4ccccc4)C(c4cccs4)C3C2=O)cc1 (centres undefined)
→ ?, .
O=C1Nc2cc(Cl)c(Cl)cc2N(O)N1c1ccc(Cl)cc1
→ -10.5%, -1.4
O=S(=O)(NCCC1CC1(Cl)Cl)c1ccc(Cl)cc1 (centres undefined)
→ 0.6%, -11.7
COc1ccccc1NC(=O)Nc1nc(CC(=O)Nc2cc(F)ccc2F)cs1
→ ?, .
COc1cccc2c3c(c(=O)[nH]c12)CCC(C)(C)O3
→ ?, .
COc1ccc(CN2C(=O)CSC2c2ccccn2)cc1 (centres undefined)
→ ?, .
CCC1CCCCN1C(=O)CSc1nc(N)c(NC(=O)c2ccc(OC)c(OC)c2)c(=O)[nH]1 (centres undefined)
→ ?, .
COc1cccc(/C=N/Nc2nc3ccccc3n3cnnc23)c1O
→ ?, .
Cc1ccc(C)c(N2CCN(C(=O)c3cc(S(=O)(=O)N4CCOCC4)cn3C)CC2)c1
→ ?, .
CCOc1cc(C(=O)N2CCc3cc(OC)c(OC)cc3C2)ccc1OC(F)F
→ ?, .
COC(=O)c1cn(NC(=O)c2ccc([N+](=O)[O-])cc2Cl)c(=O)c2ccccc12
→ ?, .
FC(F)(F)c1nc2ccccc2[nH]1
→ -7.7%, 12.9
CC(C)OC(=O)c1ccc(NC(=O)c2ccccc2)cc1
→ ?, .
COc1c(C)cccc1C(=O)NCc1ccc2c(c1)OCO2
→ 11.7%, 5.6
CC(=O)N1c2ccc(F)c(F)c2C[C@H]1C
→ ?, .
Cc1ccc(N2CC(C(=O)Nc3ccccc3C(=O)N3CCOCC3)CC2=O)cc1 (centres undefined)
→ ?, .
COc1ccccc1Cn1c(/C=C/c2ccccc2)nc2ccccc21
→ 26.8%, .
C(#CCN1CCOCC1)COCCOC(c1ccccc1)c1ccccc1
→ ?, .
CN(C)Cc1c(C(=O)N/N=C/c2ccccc2OCc2ccc(F)cc2)nnn1-c1nonc1N
→ ?, .
Cc1noc2ncnc(Oc3ccc(Cl)cc3Cl)c12
→ 7.2%, 7.6
CCOC(=O)c1cnn(Cc2cccc(Cl)c2)c1C
→ -6.4%, -10.4
Cc1cc(C)c(C)c(S(=O)(=O)NNC(=O)c2cccc(S(=O)(=O)N3CCOCC3)c2)c1C
→ ?, .
CCOC(=O)N1CCC(N2Cc3cccc(C(=O)N4CCN(c5cccc(C)c5C)CC4)c3C2=O)CC1
→ -0.6%, -18.9
COCCn1c(SC2CCOC2=O)nc2ccccc2c1=O (centres undefined)
→ -11.2%, -11.7
COc1ccc(OC)c2[nH]c(=O)c(CCNS(=O)(=O)c3ccc(C)cc3)cc12
→ -12.3%, 4.3
O=C(O)/C=C/C(=O)NC1CCC(CC2CCC(NC(=O)/C=C/C(=O)O)CC2)CC1 (centres undefined)
→ 6.0%, 16.5
C/C=C\C(=O)Nc1cccc(C2=NOC3(C2)C[C@@H](C(N)=O)N(C(=O)c2ccc(Cl)cc2)C3)c1 (some centres undefined)
→ -21.7%, -12.2
COc1ccc(CCNC(=O)CSc2nc(-c3ccco3)cc(C(F)(F)F)n2)cc1OC
→ ?, .
CCC1(c2ccc(F)cc2)NC(=O)N(CC(=O)c2ccc[nH]2)C1=O (centres undefined)
→ ?, .
CCOc1ccccc1CNCc1ccc(F)cc1
→ -14.8%, -17.3
COc1ccc(N(CC(=O)N2CCN(Cc3ccccc3)CC2)S(C)(=O)=O)cc1
→ ?, .
Cc1ccccc1N1C(=O)C2C3CC(=O)C(c4ccccc43)C2C1=O (centres undefined)
→ ?, .
O=C(CC1C(=O)NCCN1Cc1cccc(Oc2ccccc2)c1)NCc1cccnc1 (centres undefined)
→ 9.8%, 10.2
O=C(C(c1ccccc1)c1ccccc1)N1CCN(Cc2ccc(Br)cc2)CC1
→ i, 23.9
O=C1N(Nc2ccccc2)C(c2ccc(Br)cc2)C12CCCCC2 (centres undefined)
→ -6.9%, -8.0
Cc1cccc(NC(=O)CC2S/C(=N/c3nccs3)N(C)C2=O)c1 (centres undefined)
→ ?, .
c1ccc(N2CCN(c3ccccc3)C2c2cccs2)cc1
→ i, 7.4
COc1ccc(NC(=O)c2cc(-c3ccc(C)cc3)on2)cc1
→ ?, .
CCN(CC)c1ncn(Cc2c(Cl)cccc2Cl)c2ncnc1-2
→ 7.6%, .
Cc1ccc(OCC(=O)Nc2c(C)nn(-c3ccccc3)c2C)c(Br)c1
→ ?, .
CCCCn1c(N)c(N(CC(C)C)C(=O)CSc2n[nH]c(-c3ccc(C)cc3)n2)c(=O)[nH]c1=O
→ ?, .
C/C(CC(=O)Nc1ccc(Cl)c(C(F)(F)F)c1)=N\NC(=O)c1cccc(O)c1
→ 0.0%, -13.0
CC(O)[C@H]1CNCCN1CCc1cc(C(F)(F)F)cc(C(F)(F)F)c1 (some centres undefined)
→ ?, .
COc1cc(/C=C2\C(=N)N3N=C(S(C)(=O)=O)SC3=NC2=O)ccc1OS(=O)(=O)c1ccccc1
→ i, -27.0
C/C(=N\N1C(=O)c2ccccc2NC1c1ccco1)c1ccccc1O (centres undefined)
→ ?, .
CCc1noc(C)c1C(=O)NNC(=O)c1ccc(N(CC)CC)cc1
→ ?, .
CC(=O)N1CCN(S(=O)(=O)c2cccc(C(=O)Nc3ccc(OC(F)F)cc3)c2)CC1
→ ?, .

# Reformatted comma-delimited: part of the list above
Compound,Lipid storage S3,Lipid storage S3 cell count max
COc1ccc(OC)c2[nH]c(=O)c(CCNS(=O)(=O)c3ccc(C)cc3)cc12,-12.3%,4.3
O=C(O)/C=C/C(=O)NC1CCC(CC2CCC(NC(=O)/C=C/C(=O)O)CC2)CC1 (centres undefined),6.0%,16.5
C/C=C\C(=O)Nc1cccc(C2=NOC3(C2)C[C@@H](C(N)=O)N(C(=O)c2ccc(Cl)cc2)C3)c1 (some centres undefined),-21.7%,-12.2
COc1ccc(CCNC(=O)CSc2nc(-c3ccco3)cc(C(F)(F)F)n2)cc1OC,?,.
CCC1(c2ccc(F)cc2)NC(=O)N(CC(=O)c2ccc[nH]2)C1=O (centres undefined),?,.
